TRPC6 act = mouse TRPC6 channel activation. HEK293-TRPC6 membrane potential dye fluorescence; stronger effect = higher value. B-score at 10 µM. actives 0.13% (n = 310,000). Q61143;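 active means B-score of the integrated fluorescence ratio above library mean plus 3 SD, and starting fluorescence ratio within library mean plus 5 SD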;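 further: higher score means more depolarization so channel activation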
TRPC4 potent = TRPC4 (mouse) allosteric potentiation; HEK293 TRPC4beta/mu-opioid, DAMGO EC20, Fluo-4 Ca2+ flux; stronger effect = higher value; B-score at 10 µM; actives 0.42% (n = 310,000);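 active means B-score of calcium response area above 5 SD of library B-scores, with initial fluorescence ratio within 5 SD of library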;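 further: B-score of integrated fluorescence ratio over time as area under calcium response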
Target sequence (Q9QUQ5 whole entry, looked up): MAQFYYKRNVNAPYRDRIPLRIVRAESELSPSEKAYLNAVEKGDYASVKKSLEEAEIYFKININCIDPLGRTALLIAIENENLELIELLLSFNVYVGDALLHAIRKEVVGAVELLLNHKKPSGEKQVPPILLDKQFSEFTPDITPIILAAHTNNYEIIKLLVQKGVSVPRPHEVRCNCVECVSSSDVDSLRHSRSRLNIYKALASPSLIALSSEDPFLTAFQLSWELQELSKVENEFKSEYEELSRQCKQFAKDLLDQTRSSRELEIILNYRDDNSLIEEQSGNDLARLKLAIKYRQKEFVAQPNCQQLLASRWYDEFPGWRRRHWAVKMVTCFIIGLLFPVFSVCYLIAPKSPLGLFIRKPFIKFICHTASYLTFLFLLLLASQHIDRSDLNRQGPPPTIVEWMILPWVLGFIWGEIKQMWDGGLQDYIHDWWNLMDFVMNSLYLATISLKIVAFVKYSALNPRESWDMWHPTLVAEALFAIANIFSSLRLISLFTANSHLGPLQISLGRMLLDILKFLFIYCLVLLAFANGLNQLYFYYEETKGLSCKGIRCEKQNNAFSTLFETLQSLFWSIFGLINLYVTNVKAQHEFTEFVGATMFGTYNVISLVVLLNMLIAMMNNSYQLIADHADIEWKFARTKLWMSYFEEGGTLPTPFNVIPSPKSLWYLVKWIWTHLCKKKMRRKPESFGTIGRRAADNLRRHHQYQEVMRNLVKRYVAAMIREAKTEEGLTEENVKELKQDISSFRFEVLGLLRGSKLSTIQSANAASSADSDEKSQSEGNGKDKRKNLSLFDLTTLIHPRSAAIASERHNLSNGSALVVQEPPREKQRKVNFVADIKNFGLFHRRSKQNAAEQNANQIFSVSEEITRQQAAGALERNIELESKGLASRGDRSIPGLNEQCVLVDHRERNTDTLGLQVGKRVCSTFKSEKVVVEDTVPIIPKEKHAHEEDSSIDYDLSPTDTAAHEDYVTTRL
TRPC4 block = inhibitors of mouse TRPC4 channel; actives 0.39% (n = 300,000); B-score at 10 µM; HEK293 TRPC4beta/mu-opioid, DAMGO-evoked Fluo4 calcium flux; stronger effect = lower value; Q9QUQ5;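 active means B-score over 3 SD under the library average, no early fluorescence shift, positive overall ratio signal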
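Assay system: HEK293 cells with stable TRPC4beta plus mu-opioid receptor expression; Probe or stimulus: DAMGO in two steps, submaximal then maximal; Dosing: single-point compound dosing; Measured by: Fluo4 calcium-dye fluorescence, kinetic read; Read-out basis: B score from integrated Fluo4 fluorescence ratio.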
AI-2 QS modul = Vibrio harveyi AI-2 quorum sensing modulation. actives 0.4% (n = 300,000). Vibrio harveyi JMH597 AI-2 luminescence/OD600 ratio, 9 h; stronger effect = lower value; strain lacks LuxN and CqsS sensors; 0 = neutral-control median. activity change, % at 7.5 µM. AID 2094; in the data active means activity change below about -75%, passing the limit was not always enough;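 further: luminescence divided by OD600 gain over 9 h not by final OD600 alone; inactives centre near 13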
TRPC6 inhibitor = mouse TRPC6 channel inhibition; Q61143; HEK293-TRPC6, membrane potential dye, ACh-evoked depolarization; stronger effect = lower value; B-score at 10 µM; actives 1.1% (n = 310,000); AID 2553;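 active means B-score under library mean minus 3 SD, initial fluorescence not abnormally high, positive integrated signal ratio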;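 further: B-score derived from integrated fluorescence ratio over the kinetic read; more negative B-score means stronger inhibition of depolarization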
PolyA inhibitor = inhibitors of polyadenylation in S. cerevisiae | actives 0.02% (n = 300,000) | calls only at 12 µM | S. cerevisiae SKY197-pL101 polyadenylation reporter, beta-gal luminescence; efflux-impaired pdr1/pdr3 knockout yeast; score 100 = 6 SD above DMSO;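 active means lowest replicate activity score at least 50, where 100 means six control SD above control mean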;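 further: yeast exposed to compound for 9 h at 30 °C; higher score means more reporter readthrough which indicates perturbed polyadenylation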
MrgX1 antagonist = blocks BAM8-22 activation of human MrgX1 receptor. Q96LB2. MRGX1-HEK293 calcium flux, Fluo-4, BAM8-22 antagonism; stronger effect = lower value. B-score at 10 µM. actives 1.3% (n = 310,000). AID 588676;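 active means calcium-response B-score plate-corrected more than 3 library SD below zero, starting fluorescence within 5 deviations, no agonist response on first addition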;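 further: peak minus trough fluorescence over baseline after final BAM8-22 challenge near maximal dose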
TRPC4 agonist = TRPC4 (mouse) channel activation. B-score at 10 µM. HEK293 TRPC4beta/mu-opioid, Fluo4 calcium fluorescence; stronger effect = higher value. actives 0.49% (n = 310,000);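 active means B-score above 5 SD of library B-scores, and initial fluorescence ratio not above library mean plus 5 SD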;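 further: positive B-score marks a calcium rise read as TRPC4 activation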
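Assay system – TRPC4beta and mu-opioid receptor HEK293 stable cells · Measured by – Fluo4 fluorescence, kinetic · Schedule – dye loading 45 min room temperature, 110 s kinetic read · Read-out – B-scored integrated calcium fluorescence ratio · Controls – buffer and maximal DAMGO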
HIF act = HIF pathway transcriptional activation | AID 1910 | activation, % at 7.5 µM (by protocol) | actives 0.32% (n = 300,000) | U2OS HRE-luciferase reporter, luminescence; normalized: DMSO 0%, desferrioxamine 100%;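 active means mean activation of at least 10% of the iron chelator positive control signal, with at least half of replicates also reaching 10%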
MrgX1 allo act = human MrgX1 positive allosteric modulation, primary screen; MrgX1-HEK293, Fluo-4 calcium flux, FDSS; stronger effect = higher value; B-score at 10 µM; actives 0.63% (n = 310,000); Q96LB2;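 active means plate-corrected calcium response at least 3 library SD above typical, normal starting fluorescence, not activating the receptor alone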;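 further: compound read alongside a low EC10 to EC30 dose of BAM8-22 agonist; peak minus trough fluorescence over baseline measured at the second addition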
MrgX1 agonist = human MrgX1 receptor agonism, primary screen. actives 0.44% (n = 310,000). AID 588627. MrgX1-HEK293 cells, Fluo-4 calcium fluorescence, agonist mode; stronger effect = higher value. B-score at 10 µM;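 active means calcium response B-score plate-corrected fluorescence ratio at least 3 library SD, with starting fluorescence B-score inside 5 SD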
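Material: MrgX1-expressing HEK293 cells; input: 15,000 cells per well; doses: test compound given as first of three sequential additions; schedule: overnight plating before 1 h dye loading; technique: Fluo-4 NW calcium-flux fluorescence, kinetic read; evaluation: baseline-normalised fluorescence change ratio, B-scored; control set: plate-wise positive and negative controls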
Active calls of the source: *; i = inactive; / = no result given.

SMILES	TRPC6 act	TRPC4 potent	TRPC4 block	AI-2 QS modul	TRPC6 inhibitor	PolyA inhibitor	MrgX1 antagonist	TRPC4 agonist	HIF act	MrgX1 allo act	MrgX1 agonist
Cc1cc(C(=O)CSc2nc3ccc(Cl)cc3[nH]2)c(C)n1CC1CCCO1 (stereo not drawn)	i	i	i	2	i	i	i	i	0.1	i	i
O=S(=O)(c1ccc(Cl)c(NC(=S)N/N=C/c2c(F)cccc2F)c1)N1CCOCC1	i	i	i	2	i	i	i	i	0.2	i	i
Cc1ccc(NC(=O)CCC(=O)OCC(F)(F)C(F)F)cc1	i	i	i	32	i	i	i	i	0.2	i	i
Cn1nc(C(F)(F)F)c(-c2ccc(Br)cc2)c1NC(=O)Nc1ccc(F)cc1F	i	i	i	42	i	i	i	i	-0.5	i	i
Cc1cc(Cl)ccc1NC(=S)NCc1ccc(S(N)(=O)=O)cc1	i	i	i	6	i	i	i	i	-0.2	i	i
Cc1ccc2c(c1)COc1c3ccc(C(=O)N4CCCCC4)cc3nn1-2	i	i	i	20	i	i	i	i	-0.2	i	i
COc1ccc(-c2nc(CCNC(=O)c3ccc(Br)o3)cs2)cc1	i	i	i	29	i	i	i	i	0.5	i	i
COC(=O)c1ccc(CSc2nnc(Nc3ccc(C)cc3)s2)o1	i	i	i	20	i	i	i	i	-0.6	i	i
COC(=O)c1ccccc1NC(=S)NC(=O)c1ccccc1C	i	i	i	3	i	i	i	i	0.2	i	i
CCCN(C(=O)COC(=O)CCOc1ccccc1)c1c(N)n(Cc2ccccc2)c(=O)[nH]c1=O	i	i	i	/	i	i	i	i	0.5	i	i
CC1(C)NC(=O)N(CC(O)CN(c2ccccc2)S(=O)(=O)c2ccccc2[N+](=O)[O-])C1=O (stereo not drawn)	i	i	i	16	i	i	i	i	0.1	i	i
CCCc1[nH]nc2c1C(c1cccc(OC(=O)c3ccco3)c1)C(C#N)=C(N)O2 (stereo not drawn)	i	i	i	14	i	i	i	i	-0.2	i	i
Fc1ccccc1NC(=S)NCc1ccc2c(c1)OCO2	i	i	i	-5	i	i	i	i	2.1	i	i
COc1ccccc1CN1CCCC(CNC(=O)c2cccc3ccccc23)C1 (stereo not drawn)	i	i	i	21	i	i	i	i	-12	i	i
COc1ccc(-n2nc(C(=O)NCC(=O)NCc3ccc(F)cc3)c3ccccc3c2=O)cc1OC	i	i	i	9	i	i	i	i	-1.4	i	i
CCOCCn1c(=NC(=O)c2ccc(S(=O)(=O)N3CCOCC3)cc2)sc2cc(S(N)(=O)=O)ccc21	i	i	i	18	i	i	i	i	-0.1	i	i
COc1ccccc1NC(=O)C1=C(C)NC2=C(C(=O)CCC2)C1c1ccc(C)o1 (stereo not drawn)	i	i	i	19	i	i	i	i	-0.3	i	i
Cc1cccc(N(C(=O)c2csnn2)C(C(=O)NC2CCCCC2)c2ccncc2)c1 (stereo not drawn)	i	i	i	28	i	i	i	i	-0.1	i	i
CCOC(=O)C(=CNc1ccc(Oc2cccnc2)nc1)C(=O)OCC	i	i	i	/	i	i	i	i	-0.3	i	i
CC(C)c1ccc(NC(=O)c2ccc(NS(C)(=O)=O)cc2)cc1	i	i	i	20	i	i	i	i	0.6	i	i
Cc1cc(CNC(=O)COc2ccccc2F)c2ccccc2n1	i	i	i	24	i	i	i	i	1.0	i	i
Cc1nc(C)c(-c2ccc(SCC(=O)Nc3ccccc3)nn2)s1	i	i	i	8	i	i	i	i	0.6	i	i
O=C(N/N=C/c1ccncc1)c1ccc(NC(=O)c2ccc(Cl)cc2)cc1	i	i	i	3	i	i	i	i	-0.6	i	i
NC(=O)C1CCN(C(=O)CCc2nc3ccccc3c(=O)[nH]2)CC1	i	i	/	11	i	i	i	i	-0.5	i	i
Cc1ccc2nc(SCC(=O)NCc3ccccc3)nc(=O)n2c1	i	i	i	6	i	i	i	i	0.1	i	i
SMILES	TRPC6 act	TRPC4 potent	TRPC4 block	AI-2 QS modul	TRPC6 inhibitor	PolyA inhibitor	MrgX1 antagonist	TRPC4 agonist	HIF act	MrgX1 allo act	MrgX1 agonist
COc1ccc2[nH]cc(CCNC(=O)COc3cc(C)cc4oc(=O)cc(C)c34)c2c1	i	i	i	0	i	i	i	i	0.7	i	i
Cc1nc(-c2ccccc2)nc2n[nH]c(N)c12	i	i	i	8	i	i	i	i	1.8	i	i
CCCCn1c(SCC(=O)NCc2ccco2)nc2c(sc3ccccc32)c1=O	i	i	i	15	i	i	i	i	0.1	i	i
COc1ccc(-n2nc(C(=O)NCC(=O)N3CCN(c4ccccc4F)CC3)c3ccccc3c2=O)cc1	i	i	i	12	i	i	i	i	1.4	i	i
CCNC(=O)COc1ccc(C=O)cc1OC	i	i	i	12	i	i	i	i	/	i	i
O=C(Cc1ccc(Cl)cc1)Nc1ccc(C(=O)N2CCCCC2)cc1	i	i	i	11	i	i	i	i	-0.6	i	i
Cc1occc1-c1nnc(SCC(=O)Nc2nc(-c3ccccc3)cs2)o1	i	i	i	12	i	i	i	i	0.9	i	i
O=C(Cc1ccccc1[N+](=O)[O-])Nc1nccs1	i	i	i	15	i	i	i	i	0.2	i	i
CCCCCCn1cnc2c(c1=O)c1nc3ccccc3nc1n2/N=C/c1ccco1	i	i	/	5	i	i	/	i	0.2	/	/
CCC(Sc1nc2c(c(=O)[nH]1)CCC2)C(=O)Nc1cccc(OC)c1 (stereo not drawn)	i	i	i	/	i	i	i	i	-0.1	i	i
CCC1=Nc2cc(C(=O)N3CCCCC3)ccc2Sc2ccc(C)cc21	i	i	i	25	i	i	i	i	-0.4	i	i
Cc1ccc(S(=O)(=O)c2c(C)nn(C(C)(C)C)c2OC(=O)C(C)C)cc1	i	i	i	-5	i	i	i	i	-0.7	12*	i
CCOC(=O)N1CCN(C(=O)COc2ccc(Cl)cc2C)CC1	i	i	i	-2	i	i	i	i	-0.1	i	i
COc1ccccc1S(=O)(=O)Cc1ccc(C(=O)NCCN(C)C)o1	i	i	i	6	i	i	i	i	0.0	i	i
Cc1ccsc1CN1CC(=O)N(c2c(C)cccc2C)C1=S	i	i	i	11	i	i	i	i	-0.4	i	i
C/C(=N\NC(=O)Cc1ccc(Cl)c(Cl)c1)c1cccnc1	i	i	i	5	i	i	i	i	-0.1	i	i
CCCCNC(=O)c1ccc(NS(=O)(=O)c2ccccc2)cc1	i	i	i	21	i	i	i	i	0.6	i	i
O=C(Cn1cc2c(n1)CCCCC2)N1CCCCC1	i	i	i	-10	i	i	i	i	0.6	i	i
CNC(=O)NC(=O)COC(=O)c1ccc(-n2c(C)ccc2C)cc1	i	i	i	9	i	i	i	i	-0.5	i	i
COCCNC(=O)c1c[nH]c2ccc(OC)cc2c1=O	i	i	i	27	i	i	i	i	0.1	i	i
O=c1[nH]c(C2CCN(S(=O)(=O)c3ccccc3F)CC2)nc2c1nnn2Cc1ccc(F)cc1	i	i	i	/	i	i	i	i	0.4	i	i
COc1ccc(S(=O)(=O)NCc2ccco2)cc1NC(=O)c1ccccc1	i	i	i	1	i	i	i	i	-0.2	i	i
COc1ccccc1-n1cnnc1SCC(=O)c1cc(C)n(Cc2cccs2)c1C	i	i	i	16	i	i	i	i	0.1	i	i
O=C(c1cc(F)c(F)cc1Cl)N1CCN(c2ccc([N+](=O)[O-])c3ncccc23)CC1	i	i	i	13	i	i	i	i	0.2	i	i
CCOc1ccccc1NC(=O)NCc1ccc2c(c1)OCO2	i	i	i	1	i	i	i	i	0.1	i	i
SMILES	TRPC6 act	TRPC4 potent	TRPC4 block	AI-2 QS modul	TRPC6 inhibitor	PolyA inhibitor	MrgX1 antagonist	TRPC4 agonist	HIF act	MrgX1 allo act	MrgX1 agonist
O=C(COc1cccnc1[N+](=O)[O-])Nc1ccc(S(=O)(=O)N2CCOCC2)cc1	i	i	i	-4	i	i	i	i	-0.8	i	i
NC12CCc3c(no[n+]3[O-])C1(O)CC(c1ccccc1)=[N+]2[O-] (stereo not drawn)	i	i	i	18	i	i	i	i	-0.1	i	i
CCCCN1Cc2cc(C(=O)c3cc(OC)ccc3O)cnc2NC1=O	i	i	i	7	i	i	i	i	0.0	i	i
CCOC(=O)c1ccc(NS(=O)C23CC4CC(CC(C4)C2)C3)cc1 (stereo not drawn)	i	i	i	8	i	i	i	i	1.4	i	i
CC(c1cccs1)N(Cc1ccco1)C(=S)Nc1ccccc1Cl (stereo not drawn)	i	i	i	12	i	i	i	i	-0.4	i	i
O=C(NCc1ccco1)NC1CCCCC1	i	i	i	7	i	i	i	i	-0.1	i	i
CN1CCCN(C(=O)CC2(CC(=O)O)CCCCC2)CC1	i	i	i	30	i	i	i	i	-0.4	i	i
N#CCn1c(CCl)nc2ccccc2c1=O	i	i	i	6	i	i	i	i	0.4	i	42*
O=C(NC1CCCCC1)C(=O)N(Cc1cccnc1)C(C(=O)NCc1ccco1)c1ccccc1 (stereo not drawn)	i	i	i	-1	i	i	i	i	1.1	i	i
CC(C)(C)N=C(NS(=O)(=O)c1cccs1)c1ccccc1	i	i	i	11	i	i	/	i	-25	/	/
O=C(Oc1ccc(C(=S)N2CCOCC2)cc1)c1ccc(F)cc1	i	i	i	15	i	i	i	i	-1.2	12*	i
COc1ccc(CCNc2nc(=S)[nH]c3cc(OC)c(OC)cc23)cc1OC	i	i	i	-1	i	i	i	i	-0.3	i	i
COc1ccc(F)cc1C(=O)C1CCCN(C(=O)c2ccccc2N(C)C)C1 (stereo not drawn)	i	i	i	4	i	i	i	i	-0.1	i	i
O=C(N/N=C\c1ccc(-c2ccc([N+](=O)[O-])cc2)o1)c1ccc2c(c1)OCO2	i	i	i	24	i	/	i	i	-0.4	i	i

Screening results (PubChem)

Not all compounds are listed; the hit share may differ from the screen's.
